GlmU inhibition = inhibition of mycobacterial GlmU enzyme – biochemical, glucosamine-1-phosphate acetyltransferase (AID 1376); M. tuberculosis GlmU acetyltransferase enzyme assay; higher % means a stronger effect; hit rate 0.25% among 220,000; inhibition, %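 (tested at 30 µM in the primary screen)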, or IC50 in µM where a hit was titrated; in the data active = inhibition above about 13%; inconclusive = no clear call, values can overlap the other calls;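 note: 0% = complete reaction with vehicle and 100% = reaction without substrate; strong numbers were not always called active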
RmlCD inh 1536 = blocks M. tuberculosis RmlC and RmlD coupled enzymes; P9WH09+P9WH11; hit rate 0.03% among 160,000; RmlC+RmlD coupled enzyme assay, percent inhibition; primary screen in compound mixtures; inhibition, % at 3.6 µM; in the data active = inhibition mostly above about 34%, no sharp cut-off; inconclusive = no clear call, values can overlap the other calls; inactive = mostly below about 22%; note: some results filed as inactive read as strong as hits
Target sequence (P9WH09 whole entry, looked up): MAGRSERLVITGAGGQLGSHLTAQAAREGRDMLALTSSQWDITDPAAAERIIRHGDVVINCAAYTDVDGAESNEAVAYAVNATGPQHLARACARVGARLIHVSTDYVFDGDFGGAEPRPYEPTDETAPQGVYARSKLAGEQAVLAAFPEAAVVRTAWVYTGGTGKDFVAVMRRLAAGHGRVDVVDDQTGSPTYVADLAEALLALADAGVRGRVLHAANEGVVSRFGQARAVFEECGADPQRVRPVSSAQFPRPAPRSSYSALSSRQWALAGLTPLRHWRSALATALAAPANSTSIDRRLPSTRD
Target sequence (P9WH11 whole entry, looked up): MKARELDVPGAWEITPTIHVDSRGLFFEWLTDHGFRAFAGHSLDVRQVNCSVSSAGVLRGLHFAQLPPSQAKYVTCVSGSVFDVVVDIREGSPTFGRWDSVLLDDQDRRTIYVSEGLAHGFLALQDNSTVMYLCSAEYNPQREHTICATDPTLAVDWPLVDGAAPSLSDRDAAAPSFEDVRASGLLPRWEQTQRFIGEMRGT
An asterisk follows results filed as active; ? = inconclusive; . = no result given. Some of the compounds tested; rates above refer to the full screens.

canonical_smiles	GlmU inhibition	RmlCD inh 1536
Cc1ccc(-n2cnc3ncnc(-c4ccccc4)c32)cc1	-6.9%	-4.8
Cc1ccc(N2C(=O)C(NC(=O)c3ccccc3)(C(F)(F)F)C3=C2CC(C)(C)CC3=O)cc1 (centres undefined)	1.0%	4.8
COc1ccc(CCNC(=O)c2c(C)cc(=O)oc2C)cc1OC	6.0%	-1.1
O=C(Cn1cc2c(n1)CCCC2)NCCCN1CCN(Cc2ccccc2)CC1	2.5%	-10.1
O=C(NCCCn1ccnc1)c1ccccc1NS(=O)(=O)c1ccc(F)c(F)c1	0.5%	-6.7
Cc1ccc(OCCN2CCN(c3ncnc4sc(C)c(C)c34)CC2)cc1	.	8.6
O=C(NC1CCCCC1)c1ccc(-n2cnnn2)cc1	-1.8%	-11.7
Cc1ccc(C)c(NC(=S)NCCc2ccc(F)cc2)c1	-3.8%	5.4
O=C(COC(=O)CN1C(=O)C(=O)c2ccccc21)OCN1C(=O)c2ccccc2C1=O	-2.1%	-7.8
CCOc1ccccc1NS(=O)(=O)c1ccc(Br)s1	-3.7%	-8.7
O=C(O)Cn1cc(C(=S)N2CCOCC2)c2ccccc21	1.0%	-6.5
S=C(NCc1cccs1)Nc1cccc2ccccc12	-2.7%	-10.1
Cc1c(C(=O)NCCSc2ccc(Cl)cc2)cccc1[N+](=O)[O-]	1.3%	.
Cn1cnnc1SCC(=O)N1N=C(c2ccc(Cl)cc2)CC1c1ccco1 (centres undefined)	3.3%	82.4
CN(CC(=O)N1CCN(c2ncccn2)CC1)S(=O)(=O)c1ccc(Cl)cc1	1.1%	4.5
CCOC(=O)c1c(C)[nH]c(C(=O)OCC(=O)Nc2cc(C)ccc2OC)c1C	.	-12.4
COc1ccc(-c2csc3nc(-c4ccccc4F)oc(=O)c23)cc1OC	3.3%	.
CC(=O)Nc1c(C(=O)NCc2ccccc2)nnn1Cc1ccccc1	-2.5%	12.1
CNC(=S)Nc1ccc([N+](=O)[O-])c(C)c1	-3.1%	4.4
Cc1ccc2nsnc2c1-n1c(C)nc2ccccc2c1=O	5.4%	13.4
Cc1cc(=O)oc2cc(OCC(=O)NCc3ccccn3)ccc12	0.3%	.
Nc1nnc(CC(=O)N/N=C/c2ccc(-c3ccccc3)o2)s1	-3.6%	9.0
O=C(Nc1ccc(Cl)cc1)N1CCN(Cc2ccc3c(c2)OCO3)CC1	1.6%	.
CC1(C)OC(=O)C(=CNc2ccccc2F)C(=O)O1	-5.5%	.
CC(=O)N(Cc1ccc(F)cc1)C1=C(NCCc2ccccc2)C(=O)c2ccccc2C1=O	2.9%	.
COc1ccc(-c2cn3c(C)c(C(=O)N4CCN(c5ccc(F)cc5)CC4)sc3n2)cc1	.	7.7
O=C(CN1CCN(S(=O)(=O)c2ccccc2)CC1)Nc1ccc2c(c1)CCC2	-4.2%	-1.0
CC(C)=C1C2CCC1C(C(=O)Nc1sc(C)c(-c3ccc(C(C)C)cc3)c1C(N)=O)C2C(=O)O (centres undefined)	-3.5%	-3.5
O=C(O)CCC(=O)Nc1ccc(Sc2ccc([N+](=O)[O-])cc2)cc1	1.8%	4.3
Cc1ccc(-c2csc3nc4c5ccccc5c(NCCCN5CCOCC5)nn4c(=O)c23)cc1	-2.7%	-0.4
COc1ccc(CC(=O)Nc2ccc(S(=O)(=O)N(C)C)cc2)cc1OC	0.6%	?
Cc1cc(N/N=C/c2ccc(O)cc2O)nc(-n2nc(C)cc2C)n1	0.1%	-6.5
Cc1ccc(Oc2ncccc2N)c2c1CCC2	-0.9%	-1.6
COc1ccc(C(=O)N2CCC(n3nnc4cc(F)ccc43)CC2)cc1OC	-2.3%	10.4
CNC(=O)/C(C#N)=C/c1c(N(Cc2ccccc2)Cc2ccccc2)nc2c(C)cccn2c1=O	-8.3%	20.3
CC(=O)Nc1ccc(Oc2ccc(-c3noc(C)n3)cc2)cc1	2.3%	9.9
C#CCOCCOCCOCCNc1nc(N2CCN(C(=O)[C@H](CCC(=O)O)n3cc(C(N)CO)nn3)CC2)nc(N2CCN(C(=O)[C@H](CCCCN)n3cc(C(N)CC(C)C)nn3)CC2)n1 (some centres undefined)	-5.9%	.
CCCn1c(SCC(=O)N2CCc3ccccc32)nnc1-c1ccncc1	0.8%	13.1
CC(=O)C1(C)N(O)C(C)(C)C(c2ccco2)=[N+]1[O-] (centres undefined)	0.2%	.
COc1ccc(CNC(=O)Nc2cccc(C(F)(F)F)c2)cc1OC	-0.9%	-7.2
CCOC(=O)Cc1csc(NS(=O)(=O)c2ccc(Cl)cc2)n1	-3.5%	3.1
Cc1ccnc(NC(c2cccnc2)c2ccc3cccnc3c2O)c1 (centres undefined)	1.2%	-9.9
Cc1cc(NC(=O)c2ccccc2Cl)n(C(C)(C)C)n1	-0.9%	-13.9
COC(=O)CSc1nc(SCc2ccc(C)cc2)nc2c1CCCC2	1.8%	-5.6
Cc1cc(C)n2c(Br)c(CSc3nc4ccccc4o3)nc2n1	5.0%	-2.3
CS(=O)(=O)c1ccc(CNC(=O)C2(C(F)(F)F)C/C(=C\Cc3ccccc3)CCCO2)cc1 (centres undefined)	-0.6%	.
CCOC(=O)c1nnn(-c2nonc2-c2ccccc2)c1C	-5.6%	.
Oc1cccc(C(=S)N2CCCCC2)c1	-2.6%	-7.9
COc1cc(SC)ccc1C(=O)NC1CCCCC1	1.8%	1.2
COc1ccc(C(=O)Cn2nnc(-c3ccc(N4CCOCC4)cc3)n2)cc1OC	1.7%	12.3
CC(NC(=O)COC(=O)Cc1ccsc1)C1CC2CCC1C2 (centres undefined)	-5.9%	0.5
Cc1[nH]c(=O)c(C#N)c2c1COC(C)(C)C2	3.0%	.
Cn1c(=O)n(C)c2cc(S(=O)(=O)N3CCN(c4ccccc4)CC3)ccc21	2.2%	10.0
Cc1[nH]n(-c2ccc([N+](=O)[O-])cc2)c(=O)c1C=NCCN1CCN(C(=O)c2ccccc2)CC1	-8.4%	2.8
COc1ccc(C2CC(=O)C3=C(C2)NC(C)=C(C(=O)Nc2ccccc2C)C3c2coc3ccc(C)cc3c2=O)cc1OC (centres undefined)	24.5%	18.9
Cc1cc(C)n(C(=O)c2ccc(C)o2)n1	0.5%	9.9
CC(=O)Oc1ccc(Nc2ccccc2)cc1	2.0%	-8.9
Cc1ccc(Cl)cc1N1CCN(C(=O)Cc2ccc(-n3c(=O)[nH]c4ccsc4c3=O)cc2)CC1	2.6%	-13.7
CCOc1ccccc1NC(=S)N1CCN(c2nc(-c3ccc(F)cc3)cs2)CC1	3.1%	3.5
Cc1ccc(SCC(=O)NCc2ccncc2)cc1	1.4%	6.7

Copied from the results shown (two entries):
canonical_smiles	GlmU inhibition	RmlCD inh 1536
CCOC(=O)Cc1csc(NS(=O)(=O)c2ccc(Cl)cc2)n1	-3.5%	3.1
Cc1ccnc(NC(c2cccnc2)c2ccc3cccnc3c2O)c1 (centres undefined)	1.2%	-9.9

(listing goes on)
canonical_smiles	GlmU inhibition	RmlCD inh 1536
O=C(CN1CCOCC1)NCc1ccccc1	.	0.1
CNC(=S)N=Nc1c(O)[nH]c2ccc(C(C)C)cc12	4.4%	-5.6
CCn1cc(C(=O)NC2CCCCC2C)c(=O)c2ccc(C)nc21 (centres undefined)	2.3%	37.3
CCOc1ccc2nc(NC(=O)c3cc([N+](=O)[O-])ccc3N3CCOCC3)sc2c1	-3.0%	1.2
CCN(CC)S(=O)(=O)c1ccc(-c2nnc(SCc3nnc(-c4ccc(C)cc4)o3)n2CC)cc1	-4.5%	.
Cc1cnc(C(=O)Nc2nnc(C)s2)cn1	1.9%	1.2
C=C1C/C(=C/C)C(=O)O[C@@H]2CCN3CC=C(COC(=O)[C@]1(C)O)[C@H]23	-1.7%	.
Cc1cccc(NC(=S)NC23CN4CN(CN(C4)C2)C3)c1C	1.9%	-1.8
CS(=O)(=O)N(CC(=O)NCC1CCCO1)c1ccc(Cl)c(Cl)c1 (centres undefined)	2.6%	-11.1
CC(NS(=O)(=O)c1ccccc1)C(c1cccs1)N1CCN(C)CC1 (centres undefined)	-3.6%	.
N#CCSc1nnc(COc2ccc3ccccc3c2)o1	3.6%	4.8
CNC(=O)CN1C(=O)CSc2nc(C)cc(C)c21	0.1%	-6.4
CCc1cccc(OCCCCNCCO)c1	5.3%	.
CCCc1cc(=O)[nH]c(SCC(=O)Nc2ccc(Br)cc2)n1	4.9%	2.2
O=C(NCc1ccccc1Cl)C1CC(=O)N(Cc2ccccc2)C1 (centres undefined)	-2.1%	-13.7
c1ccc(CCC2CCCCN2Cc2cn[nH]c2-c2cc3ccccc3o2)nc1 (centres undefined)	-0.6%	-12.7
COC(=O)c1ccc(Oc2nc(NC(C)C)nc(SC)n2)cc1	-2.5%	.
NC(=O)[C@H]1CC2(CC(c3cccc(NC(=O)CC(c4ccccc4)c4ccccc4)c3)=NO2)CN1C(=O)c1ccccc1C(=O)c1ccccc1 (some centres undefined)	-14.0%	3.0
Cc1ccc(S(=O)(=O)NCc2ccco2)cc1C(N)=O	1.1%	-8.6
Cc1ccc(NC2(C#N)C(=O)Nc3ccccc32)cc1 (centres undefined)	-0.8%	.
O=C(Cn1c(/C=C/c2ccccc2)nc2ccccc21)Nc1ccc(F)cc1	-2.6%	9.3
CS(=O)(=O)Nc1ccc(C(=O)Nc2cccc([N+](=O)[O-])c2)cc1	-0.6%	7.1
COc1ccc(-c2cc(C(F)(F)F)n3ncc(C(=O)N4CCCCC4c4cccnc4)c3n2)cc1 (centres undefined)	1.6%	-5.0
Cc1cc(=O)n2[nH]c(-c3ccc(Cl)cc3)cc2n1	10.5%	0.3
CC(NC(=O)c1cccnc1)C(c1cccs1)N1CCOCC1 (centres undefined)	6.1%	.
COC1CCN(Cc2cn(Cc3ccccc3)nc2-c2cc3ccccc3o2)CC1	-1.0%	.
Cn1ncc(Cl)c1C(=O)NCc1ccc(Cl)cc1	-0.3%	8.0
Cc1c(CCOC(=O)c2cc([N+](=O)[O-])cc([N+](=O)[O-])c2)sc[n+]1CC(=O)c1ccccc1	-5.9%	-6.8
CCCn1c(-c2ccccc2)cc(SC)c(C#N)c1=O	-2.2%	-7.3
CN(C)C(=O)CSc1nnc(-c2ccc(F)cc2)c2ccccc12	-1.9%	-6.1
COc1cc(/C=N/OCC(=O)NC2CCS(=O)(=O)C2)ccc1OC(F)F (centres undefined)	3.2%	64.8
Cc1ccccc1NC(=O)/C(=C\c1cccs1)NC(=O)c1ccccc1	-0.5%	-9.4
Cc1cc(Cl)ccc1OCCn1cncn1	-7.5%	12.1
COc1ccc([N+](=O)[O-])cc1NS(=O)(=O)c1cc(C(=O)O)ccc1OC	1.0%	4.6
CCOC(=O)Nc1nc2ccccc2s1	-1.7%	-0.6
O=C1NCC2=C1C(c1ccc(Br)cc1)Nc1ccccc1N2 (centres undefined)	3.3%	2.6
COc1cccc(NC(=S)NCCN2CCOCC2)c1	2.1%	.
COc1ccc(NC(=O)COC(=O)CCCOc2ccc(Cl)cc2Cl)cc1Cl	-1.9%	2.2
COC(=O)c1ccccc1NC(=O)Cn1cnc2c(cnn2-c2ccc(C)c(C)c2)c1=O	0.6%	.
CCCOc1c(Br)cc(C2C3=C(CCCC3=O)N(CC)C3=C2C(=O)CCC3)cc1OC	-3.0%	59.0

Compound profiles, as listed above. Order of screens: GlmU inhibition | RmlCD inh 1536
Cc1cc(Cl)ccc1OCCn1cncn1 as listed: -7.5% | 12.1
CCCn1c(-c2ccccc2)cc(SC)c(C#N)c1=O as listed: -2.2% | -7.3

(list continues)
canonical_smiles	GlmU inhibition	RmlCD inh 1536
COc1ccc(-c2nnc3ccc(SCC(=O)NCc4ccco4)nn23)cc1	-0.3%	.
O=C(c1c(F)cccc1F)N1CCN(c2cccc(C(F)(F)F)c2)CC1	-3.3%	.
NC(=O)N/N=C/c1cccc(C(F)(F)F)c1	-3.9%	19.2
O=C(Nc1ccccn1)c1ccc(=O)[nH]n1	-1.3%	.
O=C(Nc1cccnc1)c1cc2nc(C3CC3)cc(C(F)(F)F)n2n1	2.2%	.
Cn1c(C(=O)NCc2cccs2)cc2oc3ccccc3c21	.	-3.5
CC(Oc1ccccc1)C(=O)Nc1nnc(C2CCCCC2)s1 (centres undefined)	1.2%	11.6
O=C(Nc1ccc(F)cc1)c1nc[nH]c1C(=O)Nc1ccc([N+](=O)[O-])cc1	2.1%	-4.5
CCCN1CCN(CCCNC(=O)c2cc3c(=O)[nH]c4ccc(C)cc4c3s2)CC1	-0.9%	8.7
O=c1[nH]cnc2c1ncn2Cc1ccc([N+](=O)[O-])cc1	3.9%	.
CCC(CO)Nc1ncc([N+](=O)[O-])cc1C#N (centres undefined)	0.9%	0.9
O=C(CCNS(=O)(=O)c1ccc(Br)s1)NC1CCCC1	3.9%	.
COc1ccc(C)cc1NC(=O)CN(c1ccccc1)S(C)(=O)=O	2.0%	.
Nc1ccc(S(=O)(=O)Nc2nc(-c3ccccc3)cc(-c3ccccc3)n2)cc1	2.4%	13.5
CN(C)/C=N/c1nc2nccc(-c3cccnc3)n2n1	-3.8%	13.9
CC1=C(C)CC(C(=O)NCc2ccc3c(c2)OCO3)C(C(=O)O)C1 (centres undefined)	-0.2%	1.4
CC(=O)C1=C(N2CCCCC2)CCC1=O	0.5%	.

Screening results from PubChem BioAssay.
